M. tuberculosis GlmU – inhibition of mycobacterial GlmU enzyme – biochemical, glucosamine-1-phosphate acetyltransferase (AID 1376). M. tuberculosis GlmU acetyltransferase enzyme assay; higher % means a stronger effect. inhibition, %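 (tested at 30 µM in the primary screen)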, or IC50 in µM where a hit was titrated. actives 0.25% (n = 220,000); in the data active = inhibition above about 13%;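 also: 0% = complete reaction with vehicle and 100% = reaction without substrate; strong numbers were not always called active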
Mtb RmlCD inh – M. tuberculosis RmlC/RmlD inhibition. RmlC+RmlD coupled enzyme assay, percent inhibition; primary screen in compound mixtures. inhibition, % at 3.6 µM. P9WH09+P9WH11. actives 0.03% (n = 160,000); in the data active = inhibition mostly above about 34%, no sharp cut-off; also: some results filed as inactive read as strong as hits
Target sequence (P9WH09 whole entry, looked up): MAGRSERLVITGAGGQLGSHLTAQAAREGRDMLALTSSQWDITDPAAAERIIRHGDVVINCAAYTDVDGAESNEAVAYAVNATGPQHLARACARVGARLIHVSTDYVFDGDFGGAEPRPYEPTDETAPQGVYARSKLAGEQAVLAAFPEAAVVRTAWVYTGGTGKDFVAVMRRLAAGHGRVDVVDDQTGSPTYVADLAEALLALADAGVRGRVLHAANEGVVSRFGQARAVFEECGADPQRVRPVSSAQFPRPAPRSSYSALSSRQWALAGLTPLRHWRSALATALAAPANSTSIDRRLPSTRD
Target sequence (P9WH11 whole entry, looked up): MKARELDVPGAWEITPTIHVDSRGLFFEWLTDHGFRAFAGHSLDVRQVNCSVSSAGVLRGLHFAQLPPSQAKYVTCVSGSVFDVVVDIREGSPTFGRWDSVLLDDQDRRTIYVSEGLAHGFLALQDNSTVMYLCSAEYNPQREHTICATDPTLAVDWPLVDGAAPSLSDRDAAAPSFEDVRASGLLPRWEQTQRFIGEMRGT
Active calls of the source: *. Not all compounds are listed; count on the stated rates, not on these rows.

Results for CCc1cccc(NC(=O)CCC(=O)O)c1 ?
M. tuberculosis GlmU: 0.0%; Mtb RmlCD inh: -9

How did Cc1ccc(C(=O)N/N=C/c2ccc3c(c2)OCO3)o1 do in these assays?
M. tuberculosis GlmU: 7.0%; Mtb RmlCD inh: 9

How did O=C(O)CCCC(=O)Nc1cc([N+](=O)[O-])ccc1O do in these assays?
M. tuberculosis GlmU: -0.3%; Mtb RmlCD inh: -6

What do the screens show for `COC(=O)N/N=C/c1ccc(OC(=O)/C=C/c2ccco2)cc1`?
M. tuberculosis GlmU: -1.7%; Mtb RmlCD inh: 13

Results for Cc1cc(NC(CC(C)C)C(=O)O)nc(Cc2ccccc2)n1 (stereo not given) ?
M. tuberculosis GlmU: -0.7%; Mtb RmlCD inh: 47

Results for O=C(O)CCCC(=O)Nc1cccc(C(F)(F)F)c1 ?
M. tuberculosis GlmU: 1.6%

Results for CCOC(=O)CSc1nc2ccccc2n1C(=O)OCC ?
M. tuberculosis GlmU: 2.5%

How did S=c1[nH]nc(-c2ccccn2)n1/N=C/c1ccco1 do in these assays?
M. tuberculosis GlmU: 3.5%; Mtb RmlCD inh: -9

How did N/C(=N\OC(=O)CCc1ccccc1)c1ccccc1Cl do in these assays?
M. tuberculosis GlmU: -5.6%; Mtb RmlCD inh: -12

What do the screens show for `CCOC(=O)CC1C(=O)NCCN1Cc1cccc(OC)c1` (stereo not given)?
M. tuberculosis GlmU: 3.0%; Mtb RmlCD inh: 7

What do the screens show for `O=C1c2c(O)cc(O)cc2O[C@@]12c1c(cc(O)c3c1O[C@H](c1ccc(O)cc1)[C@@H](O)C3)O[C@@H]2c1ccc(O)cc1`?
M. tuberculosis GlmU: -2.1%

What do the screens show for `COc1ccc(NC(C)=O)cc1NC(=O)CN1CCN(C2c3ccccc3-c3ccccc32)CC1`?
M. tuberculosis GlmU: 5.6%

What do the screens show for `COc1ccc(C(=O)Nc2cc(C(=O)NCCc3ccccc3)ccc2Cl)cc1`?
M. tuberculosis GlmU: -4.0%; Mtb RmlCD inh: 0

How did O=C(Nc1ccccn1)N1CCOCC1 do in these assays?
M. tuberculosis GlmU: -3.1%; Mtb RmlCD inh: 28

Results for N#Cc1ccc(CSc2nnc(NC(=O)CN3C(=O)C4CC=CCC4C3=O)s2)cc1 (stereo not given) ?
M. tuberculosis GlmU: 2.3%; Mtb RmlCD inh: -7

What do the screens show for `CCOC(=O)c1cc([N+](=O)[O-])sc1N`?
M. tuberculosis GlmU: -8.9%

How did Cc1ccc2nc(NC(=O)CS(=O)(=O)Cc3ccccc3)sc2c1 do in these assays?
M. tuberculosis GlmU: -13%

How did O=C1CN(c2ccccc2Cl)C(=O)CN1c1ccccc1Cl do in these assays?
M. tuberculosis GlmU: -7.5%; Mtb RmlCD inh: 7

What do the screens show for `Cn1c(=O)c2cc(S(=O)(=O)NC(C(=O)NCc3ccccn3)c3ccccc3)ccc2n(C)c1=O` (stereo not given)?
M. tuberculosis GlmU: 7.3%

How did CC(C)(C)[C@@H]1C=C(C(=O)N2CCN(Cc3ccccc3)CC2)O[C@H](OCCCCO)C1 do in these assays?
M. tuberculosis GlmU: 1.9%

What do the screens show for `O=C(COC(=O)C1=COCCO1)Nc1ccccc1OC(F)F`?
M. tuberculosis GlmU: 0.4%; Mtb RmlCD inh: -94

How did COCCNc1ccc(S(=O)(=O)N2CCCC2)cc1[N+](=O)[O-] do in these assays?
M. tuberculosis GlmU: -3.1%; Mtb RmlCD inh: 15

What do the screens show for `COc1ccc(C2C(C(C)=O)=C(C)Nc3ncnn32)cc1OC` (stereo not given)?
M. tuberculosis GlmU: -4.0%; Mtb RmlCD inh: 19

How did N#Cc1c(-c2c(Cl)cccc2Cl)noc1/C=C/Nc1ccc(C(=O)O)cc1 do in these assays?
M. tuberculosis GlmU: 7.8%; Mtb RmlCD inh: -8

What do the screens show for `Cc1ccc(SCCC(=O)Nc2ccccc2Br)cc1`?
M. tuberculosis GlmU: -8.4%; Mtb RmlCD inh: 3

Results for CCNC(=S)NNC(=O)c1nn(C)c(C)c1Cl ?
M. tuberculosis GlmU: -2.8%; Mtb RmlCD inh: 5

How did O=C(O)COc1ccccc1/C=N/NC(=O)c1cc2ccccc2cc1O do in these assays?
M. tuberculosis GlmU: -3.2%

What do the screens show for `CN(CC(=O)Nc1cccc(F)c1)CC(=O)Nc1cccc([N+](=O)[O-])c1`?
M. tuberculosis GlmU: -0.8%; Mtb RmlCD inh: -13

What do the screens show for `COc1cc(CCCN2C(=S)NC[C@@H]2CC2CCCCC2)cc(OC)c1OC`?
M. tuberculosis GlmU: 4.9%; Mtb RmlCD inh: -12

How did O=C(c1cccs1)N1CCC(N2CCN(c3ccccc3)CC2)CC1 do in these assays?
M. tuberculosis GlmU: -0.5%; Mtb RmlCD inh: -7

How did CC(=O)Nc1ccc(/C=N/NC(=O)c2cc3cc(C)ccc3nc2C)cc1 do in these assays?
M. tuberculosis GlmU: -3.0%; Mtb RmlCD inh: -6

What do the screens show for `O=C(Oc1ccc(Br)cc1C(=S)N1CCCC1)c1ccccc1Cl`?
M. tuberculosis GlmU: -5.5%; Mtb RmlCD inh: 16

How did O=C(Nc1ccccc1)c1ccc(OC(=O)c2cc3ccccc3o2)cc1 do in these assays?
M. tuberculosis GlmU: 2.4%

Results for CCOC(=O)c1ccc2nc(NC(=O)c3cccs3)sc2c1 ?
M. tuberculosis GlmU: 1.8%; Mtb RmlCD inh: -11

Results for Cn1c(=O)c2cc(S(=O)(=O)NC(C(=O)NCc3cccnc3)c3ccccc3)ccc2n(C)c1=O (stereo not given) ?
M. tuberculosis GlmU: 7.5%

What do the screens show for `O=S(=O)(NC1CC2CCC1C2)c1ccc(Br)s1` (stereo not given)?
M. tuberculosis GlmU: 0.7%

How did CN1CCN(CCC(=O)N/N=C/c2cc([N+](=O)[O-])ccc2OC(F)F)CC1 do in these assays?
M. tuberculosis GlmU: 1.6%; Mtb RmlCD inh: 6

What do the screens show for `CCN1CCN(C(=O)C2CC(c3ccc(F)cc3)=NO2)CC1` (stereo not given)?
M. tuberculosis GlmU: 1.6%; Mtb RmlCD inh: 1

How did CC(C)NC(=O)c1ccc2c3n(nc2c1)-c1ccc(Cl)cc1CO3 do in these assays?
M. tuberculosis GlmU: 0.8%

What do the screens show for `Nc1c(C(=O)c2ccccc2)oc2ccccc12`?
M. tuberculosis GlmU: -1.8%; Mtb RmlCD inh: 13

What do the screens show for `CS(=O)(=O)N1CCN(c2ccc(NC(=O)COc3ccccc3)cc2)CC1`?
M. tuberculosis GlmU: 4.2%; Mtb RmlCD inh: 1

Results for CC(=O)N=c1sc(C(C)(C)C)c(C)n1C ?
M. tuberculosis GlmU: 0.5%

Results for CSc1cnc2c(=O)[nH]c(=O)n(C)c2n1 ?
M. tuberculosis GlmU: 0.2%; Mtb RmlCD inh: -9

What do the screens show for `COc1cc2c(cc1OC)CN(C(=O)c1ccc([N+](=O)[O-])o1)CC2`?
M. tuberculosis GlmU: 1.7%; Mtb RmlCD inh: -11

How did N#CC(C#N)=Cc1cc2ccccc2nc1N1CCOCC1 do in these assays?
M. tuberculosis GlmU: 2.8%; Mtb RmlCD inh: -9

How did Cc1ccc(NC(=O)C/C(N)=N/O)cc1Cl do in these assays?
M. tuberculosis GlmU: 1.1%; Mtb RmlCD inh: -11

How did N#Cc1ccc(-c2csc(NC(=O)C3CC3)n2)cc1 do in these assays?
M. tuberculosis GlmU: 7.2%; Mtb RmlCD inh: 3

What do the screens show for `Cc1cccc(NNC(N)=S)c1C`?
M. tuberculosis GlmU: 1.4%; Mtb RmlCD inh: -14

Two entries picked at random from the list so far:
How did Cc1ccc(NC(=O)C/C(N)=N/O)cc1Cl do in these assays?
M. tuberculosis GlmU: 1.1%; Mtb RmlCD inh: -11

How did N#CC(C#N)=Cc1cc2ccccc2nc1N1CCOCC1 do in these assays?
M. tuberculosis GlmU: 2.8%; Mtb RmlCD inh: -9

Further records follow:
How did O=C(CSCc1c(F)cccc1Cl)NCC1CCCO1 (stereo not given) do in these assays?
M. tuberculosis GlmU: 0.2%; Mtb RmlCD inh: -8

What do the screens show for `O=C(O)COc1ccc(Cl)cc1CO`?
M. tuberculosis GlmU: -3.2%; Mtb RmlCD inh: 9

What do the screens show for `CC(C)(C)C(=O)Nc1cccc(-c2ncon2)c1`?
M. tuberculosis GlmU: -3.5%; Mtb RmlCD inh: -12

Results for CCN(CC)C(=O)Cc1ccccc1 ?
M. tuberculosis GlmU: 0.6%

What do the screens show for `CCC(=O)Nc1cccc(NC(=O)CSc2nnc(C(C)C)n2CC)c1`?
M. tuberculosis GlmU: -0.2%; Mtb RmlCD inh: -8

Results for O=C(c1cc2ccccn2n1)N1CCCC1 ?
Mtb RmlCD inh: -8

How did CCOc1cc(/C=N\NC(=O)c2ccc(NC(=O)C(C)(C)C)cc2)ccc1OC(=O)c1cccc(C)c1 do in these assays?
M. tuberculosis GlmU: -1.1%; Mtb RmlCD inh: -3

What do the screens show for `CCn1nnnc1SCC(=O)Nc1ccc(OCc2ccccc2)cc1`?
M. tuberculosis GlmU: -3.8%; Mtb RmlCD inh: 30

Results for COc1ccc(CC(=O)NCc2n[nH]c(=S)n2-c2ccccc2OC)cc1 ?
M. tuberculosis GlmU: 2.5%; Mtb RmlCD inh: -10

How did Oc1ccccc1C1=Nc2nc3ccccc3n2C(c2ccccc2)C1 (stereo not given) do in these assays?
M. tuberculosis GlmU: 1.5%; Mtb RmlCD inh: 6

Results for O=C(c1cccc2ccccc12)N1CCN(CC2CC=CCC2)CC1 (stereo not given) ?
M. tuberculosis GlmU: -0.5%; Mtb RmlCD inh: 6

What do the screens show for `O=[N+]([O-])c1ccc(N2CCN(C(=S)Nc3cccc(F)c3)CC2)cc1`?
M. tuberculosis GlmU: -5.6%

Results for CC(=O)Nc1ccc(S(=O)(=O)N2CCC(NC(=O)C(Cc3cccn3C)NC(C)=O)CC2)cc1 (stereo not given) ?
M. tuberculosis GlmU: -1.9%

What do the screens show for `CCOC(=O)C1CCN(C(=O)/C=C/c2cc(OC)c(OC)c(OC)c2)CC1`?
M. tuberculosis GlmU: 1.0%; Mtb RmlCD inh: 6

What do the screens show for `Nc1ccc(S(=O)(=O)c2ccc(Cl)cc2)cc1`?
M. tuberculosis GlmU: 3.8%; Mtb RmlCD inh: 4

Results for Cc1cc(NC(=O)CCC2CCCC2)no1 ?
M. tuberculosis GlmU: -2.1%

How did O=C(N/N=C/c1cccc([N+](=O)[O-])c1)c1nc2ccccc2c(=O)[nH]1 do in these assays?
M. tuberculosis GlmU: 1.8%; Mtb RmlCD inh: 3

What do the screens show for `CC1CC(C)CN(C(=O)Nc2ccccc2F)C1` (stereo not given)?
M. tuberculosis GlmU: 2.6%; Mtb RmlCD inh: 8

Results for O=C(NNC(=O)C1CC2CCC1C2)c1ccccc1 (stereo not given) ?
M. tuberculosis GlmU: -6.1%; Mtb RmlCD inh: 2

How did O=C(CCN1C(=O)C2C3C=CC(C3)C2C1=O)N1CCN(c2ccccn2)CC1 (stereo not given) do in these assays?
M. tuberculosis GlmU: 0.9%

Results for N#C/C(=C\C1=C(N2CCOCC2)C(=C/c2cccc([N+](=O)[O-])c2)/CC1)C(=O)Nc1ccccc1F ?
M. tuberculosis GlmU: 1.9%

What do the screens show for `COc1ccccc1-c1ccc(=O)n(CC(=O)NCc2ccc3c(c2)OCO3)n1`?
M. tuberculosis GlmU: 4.3%; Mtb RmlCD inh: -1

How did CCOC(=O)c1ccccc1NC(=O)c1c(N)n(C)c(=O)[nH]c1=O do in these assays?
M. tuberculosis GlmU: 1.1%

How did COc1cccc(N2CC(=O)N(NC(=O)c3sc4nc(C)cc(C)c4c3N)CC2=O)c1 do in these assays?
M. tuberculosis GlmU: -0.7%

What do the screens show for `Cc1nn(-c2ccccc2)c2[nH]c(=O)c(CNc3ccc4c(c3)OCCO4)cc12`?
M. tuberculosis GlmU: 3.0%; Mtb RmlCD inh: -11

Results for COc1ccccc1NC(=S)N/N=C/c1ccc(O)cc1 ?
M. tuberculosis GlmU: 0.8%; Mtb RmlCD inh: 9

What do the screens show for `Cc1ccn(CC(=O)N2CCCC(C(=O)c3cccc4ccccc34)C2)n1` (stereo not given)?
M. tuberculosis GlmU: -2.8%

How did CC(C)Oc1ccc(C(CC(=O)O)NC(=O)C2CCCCC2)cc1 (stereo not given) do in these assays?
M. tuberculosis GlmU: -3.0%

Results for CC(Oc1ccc(Cl)cc1Cl)C(=O)NCCN1CCOCC1 (stereo not given) ?
M. tuberculosis GlmU: 0.1%

What do the screens show for `COc1ccc(N(C(C)C(=O)N/N=C/c2ccc(OC(C)C)cc2)S(C)(=O)=O)cc1` (stereo not given)?
M. tuberculosis GlmU: -4.5%

Molecules listed so far that contain a nitro group on carbon:
How did O=C(O)CCCC(=O)Nc1cc([N+](=O)[O-])ccc1O do in these assays?
M. tuberculosis GlmU: -0.3%; Mtb RmlCD inh: -6

What do the screens show for `CCOC(=O)c1cc([N+](=O)[O-])sc1N`?
M. tuberculosis GlmU: -8.9%

How did COCCNc1ccc(S(=O)(=O)N2CCCC2)cc1[N+](=O)[O-] do in these assays?
M. tuberculosis GlmU: -3.1%; Mtb RmlCD inh: 15

What do the screens show for `CN(CC(=O)Nc1cccc(F)c1)CC(=O)Nc1cccc([N+](=O)[O-])c1`?
M. tuberculosis GlmU: -0.8%; Mtb RmlCD inh: -13

How did CN1CCN(CCC(=O)N/N=C/c2cc([N+](=O)[O-])ccc2OC(F)F)CC1 do in these assays?
M. tuberculosis GlmU: 1.6%; Mtb RmlCD inh: 6

What do the screens show for `COc1cc2c(cc1OC)CN(C(=O)c1ccc([N+](=O)[O-])o1)CC2`?
M. tuberculosis GlmU: 1.7%; Mtb RmlCD inh: -11

What do the screens show for `O=[N+]([O-])c1ccc(N2CCN(C(=S)Nc3cccc(F)c3)CC2)cc1`?
M. tuberculosis GlmU: -5.6%

How did O=C(N/N=C/c1cccc([N+](=O)[O-])c1)c1nc2ccccc2c(=O)[nH]1 do in these assays?
M. tuberculosis GlmU: 1.8%; Mtb RmlCD inh: 3

Results for N#C/C(=C\C1=C(N2CCOCC2)C(=C/c2cccc([N+](=O)[O-])c2)/CC1)C(=O)Nc1ccccc1F ?
M. tuberculosis GlmU: 1.9%
